Screening data: PubChem BioAssay, several laboratories
BoNT F protease – BoNT F light chain protease inhibition; inhibition, % at 10 µM; Multiplex microsphere protease cleavage assay, flow cytometry; AID 588497; hit rate 0.22% among 360,000; in the data active = inhibition above about 35%, passing the limit was not always enough; inconclusive = no clear call, values can overlap the other calls; also: plate controls were buffer without enzyme for full effect and enzyme alone for no effect
FadD28 FP inh – inhibitors of Mycobacterium tuberculosis FadD28 bisubstrate binding; FadD28 bisubstrate probe binding, fluorescence polarization; inhibition, % at 12.5 µM; hit rate 0.22% among 360,000; AID 588549; in the data active = inhibition above about 8.5%, passing the limit was not always enough; inconclusive = no clear call, values can overlap the other calls
Anthrax LF inh2 – anthrax lethal factor protease inhibition; multiplex microsphere protease cleavage assay, LF; hit rate 0.12% among 360,000; inhibition, % at 10 µM; also: plate controls were buffer without enzyme for full effect and enzyme alone for no effect
BoNT-A LC inh2 – BoNT A light chain protease inhibition | AID 588499 | hit rate 0.17% among 360,000 | multiplex microsphere protease substrate cleavage, flow cytometry | inhibition, % at 10 µM; also: plate controls were buffer without enzyme for full effect and enzyme alone for no effect
TcdB inh – TcdB glycohydrolase inhibition | TcdB glycohydrolase enzymatic assay, plate reader | inhibition, % at 9.99 µM | P18177 | hit rate 0.24% among 350,000; in the data active = inhibition above about 10%
Target sequence (P18177 whole entry, looked up): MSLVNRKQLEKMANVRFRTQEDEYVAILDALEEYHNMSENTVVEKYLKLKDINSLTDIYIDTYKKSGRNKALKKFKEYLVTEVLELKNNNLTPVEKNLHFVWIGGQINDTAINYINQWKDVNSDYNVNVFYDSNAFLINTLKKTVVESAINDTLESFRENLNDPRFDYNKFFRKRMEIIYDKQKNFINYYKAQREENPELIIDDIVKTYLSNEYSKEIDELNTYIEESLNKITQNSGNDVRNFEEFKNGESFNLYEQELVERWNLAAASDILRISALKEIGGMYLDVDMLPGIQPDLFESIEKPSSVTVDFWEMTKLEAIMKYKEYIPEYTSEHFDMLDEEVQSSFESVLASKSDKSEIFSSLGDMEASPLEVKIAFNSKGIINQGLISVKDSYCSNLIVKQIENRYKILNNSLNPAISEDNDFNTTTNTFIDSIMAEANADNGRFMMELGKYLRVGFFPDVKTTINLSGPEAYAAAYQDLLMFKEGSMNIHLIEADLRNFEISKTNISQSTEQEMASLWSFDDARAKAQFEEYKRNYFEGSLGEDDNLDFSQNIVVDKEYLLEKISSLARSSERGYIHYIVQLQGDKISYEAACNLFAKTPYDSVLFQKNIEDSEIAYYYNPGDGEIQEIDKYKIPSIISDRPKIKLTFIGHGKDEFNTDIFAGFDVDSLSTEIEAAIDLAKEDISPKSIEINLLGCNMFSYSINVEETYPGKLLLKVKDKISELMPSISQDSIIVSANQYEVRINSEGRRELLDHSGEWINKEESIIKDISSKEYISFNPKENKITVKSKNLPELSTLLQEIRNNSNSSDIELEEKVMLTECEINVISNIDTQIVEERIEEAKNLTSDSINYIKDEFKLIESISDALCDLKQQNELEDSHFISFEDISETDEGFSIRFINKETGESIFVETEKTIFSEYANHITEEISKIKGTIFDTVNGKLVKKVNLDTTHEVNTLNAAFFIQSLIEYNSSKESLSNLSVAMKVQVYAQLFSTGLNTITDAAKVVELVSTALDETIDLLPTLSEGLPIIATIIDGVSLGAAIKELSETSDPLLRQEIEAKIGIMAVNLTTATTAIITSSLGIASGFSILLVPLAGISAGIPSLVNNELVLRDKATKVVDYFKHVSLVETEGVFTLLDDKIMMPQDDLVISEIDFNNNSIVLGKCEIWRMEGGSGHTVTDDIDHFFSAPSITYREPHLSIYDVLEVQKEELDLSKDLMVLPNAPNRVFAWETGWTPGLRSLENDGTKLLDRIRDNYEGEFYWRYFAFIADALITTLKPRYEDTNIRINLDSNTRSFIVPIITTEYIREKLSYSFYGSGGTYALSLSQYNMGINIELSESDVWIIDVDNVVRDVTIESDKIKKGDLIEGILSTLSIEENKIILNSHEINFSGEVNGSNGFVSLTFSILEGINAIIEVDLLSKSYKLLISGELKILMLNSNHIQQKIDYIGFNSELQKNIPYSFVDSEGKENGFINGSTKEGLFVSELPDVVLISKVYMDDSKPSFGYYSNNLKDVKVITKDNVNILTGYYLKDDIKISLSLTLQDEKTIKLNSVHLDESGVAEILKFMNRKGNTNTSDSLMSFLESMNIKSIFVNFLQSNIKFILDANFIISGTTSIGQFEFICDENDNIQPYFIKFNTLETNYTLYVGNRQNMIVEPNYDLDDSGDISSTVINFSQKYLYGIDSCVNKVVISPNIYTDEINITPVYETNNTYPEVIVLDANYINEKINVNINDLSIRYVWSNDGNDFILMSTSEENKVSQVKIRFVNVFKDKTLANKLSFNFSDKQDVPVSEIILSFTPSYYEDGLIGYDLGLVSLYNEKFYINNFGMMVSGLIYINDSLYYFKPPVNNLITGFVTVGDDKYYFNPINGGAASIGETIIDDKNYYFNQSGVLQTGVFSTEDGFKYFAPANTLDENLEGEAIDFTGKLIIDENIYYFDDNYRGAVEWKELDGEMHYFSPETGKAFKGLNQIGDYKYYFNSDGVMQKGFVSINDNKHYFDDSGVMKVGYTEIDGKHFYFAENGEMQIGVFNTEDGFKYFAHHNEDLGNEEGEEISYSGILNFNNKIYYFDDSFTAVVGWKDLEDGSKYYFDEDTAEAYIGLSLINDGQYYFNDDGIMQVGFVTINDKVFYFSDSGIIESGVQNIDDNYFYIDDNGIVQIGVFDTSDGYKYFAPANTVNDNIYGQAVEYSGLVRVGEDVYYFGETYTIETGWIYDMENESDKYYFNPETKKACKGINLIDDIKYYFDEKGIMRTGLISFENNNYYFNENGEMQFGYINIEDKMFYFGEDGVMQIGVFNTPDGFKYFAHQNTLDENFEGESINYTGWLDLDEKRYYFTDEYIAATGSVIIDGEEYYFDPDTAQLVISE
PrPC surface inh – cell surface PrPC inhibition, primary TR-FRET screen. TR-FRET read-out. inhibition, % at 13.8 µM. hit rate 0.43% among 370,000; in the data active = inhibition above about 24%; also: 0% = median of the test wells and 100% = reference compound wells
PfHsp40 yeast – restores yeast growth despite PfHsp40 toxicity | S. cerevisiae expressing PfHsp40, growth rescue, ATP luminescence | growth rescue, % at 12.5 µM | hit rate 0.68% among 340,000 | AID 504582; in the data active = growth rescue above about 28%, passing the limit was not always enough; inconclusive = no clear call, values can overlap the other calls;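 also: yeast W303a lacking pdr1 and pdr3 grown in galactose medium; growth measured after three days at 30 °C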
Y pestis TopoI – blocks Yersinia pestis topoisomerase I activity. Y. pestis Topo-I cleavage product accumulation, plate reader. activity, % at 10 µM. hit rate 0.064% among 360,000. AID 504884; in the data active = activity above about 50%, passing the limit was not always enough; inconclusive = no clear call, values can overlap the other calls; also: inactives centre near 2
CCHFV vOTU inh – CCHFV vOTU protease inhibition. Pep-AMC fluorescence. inhibition, % at 11.5 µM. hit rate 0.55% among 370,000; in the data active = inhibition above about 30%; also: 0% = vehicle wells with enzyme and 100% = no enzyme wells
* marks the source's active call; other numbers are inactive results; ? = inconclusive; · = no result given. Rule as the data show it, unless noted: active = inhibition above about 30%; inconclusive = no clear call, values can overlap the other calls; inactive = below that.

SMILES	BoNT F protease	FadD28 FP inh	Anthrax LF inh2	BoNT-A LC inh2	TcdB inh	PrPC surface inh	PfHsp40 yeast	Y pestis TopoI	CCHFV vOTU inh
CC(C)N1CCN(Cc2nc3ccccc3s2)CC1CCO (stereo not given)	-2	-1.1	0	0.2	0.3	5	0.3	8	6
CSC[C@H]1CN(CCc2ccccc2)C(=O)[C@@H]1CC(=O)Nc1ccccc1	-9	-1.5	4	-0.6	0.9	4	·	8	-8
Cc1ccc(-c2nc(N)n(C(=O)c3ccco3)n2)cc1	-5	-3.3	-3	-0.5	-0.6	4	-0.7	-7	6
C=C(NC(C)=O)c1c(F)cccc1F	-4	-2.5	-7	-0.3	-0.2	-4	-1.6	-5	12
COc1cc(OC)nc(C(NC(=O)C2CCN(Cc3ccc(Oc4ccccc4)cc3)CC2)c2ccccc2C)n1 (stereo not given)	-6	-1.2	-2	-0.8	0.2	-15	·	24	-4
COC(=O)[C@@]1(Cc2ccccc2)[C@H]2C(=O)N(Cc3ccccc3)C(=O)[C@H]2[C@H]2CN=C(SCC3CC3)N21	-8	-2.4	-3	0.1	-0.4	4	-1.0	26	0
Cc1ccc(S(=O)(=O)c2nnn3c2nc(N2CCC(C(N)=O)CC2)c2ccccc23)cc1	-2	-3.6	0	1.5	-0.2	3	1.2	7	7
CCCSc1cc(=O)n(-c2ccccc2)nc1C(=O)OCC	-2	-0.2	3	0.3	·	-5	0.4	-1	-3
O=C(NC1CCCC1)C(c1cccs1)N(C(=O)c1ccco1)c1ccc2c(c1)OCCO2 (stereo not given)	2	-3.9	-3	0.0	·	-8	-1.2	10	-2
COc1ccc(Cn2c(=O)[nH]c3cc(C(=O)NCc4ccc5c(c4)OCO5)ccc3c2=O)cc1	-2	0.9	1	-1.0	·	1	0.2	-5	-9
CN1CCC(N2CCN(C3CN(Cc4cn(Cc5ccc(C(F)(F)F)cc5)nn4)S(=O)(=O)C3)CC2)CC1 (stereo not given)	-4	·	8	0.1	-0.4	-4	·	·	-1
COc1cccc(NC(=O)C2CCN(S(=O)(=O)c3ccc(N4CCCC4=O)cc3)CC2)c1	1	-2.6	-4	-0.5	0.6	8	·	18	-1
COc1ccc(NC(=O)CSc2ccc3nnc(-c4cccnc4)n3n2)c(OC)c1	-4	-1.6	-1	-0.1	0.7	2	-0.9	1	-11
O=C(CNC(=O)c1ccccc1)NCCO	1	0.0	1	0.6	0.1	-1	-1.3	5	-10
C#CCN(C[C@H]1[C@H](OC(=O)NC2CC2)[C@H](OC(=O)NC2CC2)C[C@H]2C(=O)N(c3ccccc3)C(=O)[C@@H]12)S(=O)(=O)c1ccc(C)cc1	5	-3.8	1	-0.1	-1.2	-4	·	-1	12

An excerpt from the list above, for reference:
SMILES	BoNT F protease	FadD28 FP inh	Anthrax LF inh2	BoNT-A LC inh2	TcdB inh	PrPC surface inh	PfHsp40 yeast	Y pestis TopoI	CCHFV vOTU inh
COc1ccc(NC(=O)CSc2ccc3nnc(-c4cccnc4)n3n2)c(OC)c1	-4	-1.6	-1	-0.1	0.7	2	-0.9	1	-11
O=C(CNC(=O)c1ccccc1)NCCO	1	0.0	1	0.6	0.1	-1	-1.3	5	-10
C#CCN(C[C@H]1[C@H](OC(=O)NC2CC2)[C@H](OC(=O)NC2CC2)C[C@H]2C(=O)N(c3ccccc3)C(=O)[C@@H]12)S(=O)(=O)c1ccc(C)cc1	5	-3.8	1	-0.1	-1.2	-4	·	-1	12

Sorted by molar mass (low to high): some entries from above
SMILES	BoNT F protease	FadD28 FP inh	Anthrax LF inh2	BoNT-A LC inh2	TcdB inh	PrPC surface inh	PfHsp40 yeast	Y pestis TopoI	CCHFV vOTU inh
C=C(NC(C)=O)c1c(F)cccc1F	-4	-2.5	-7	-0.3	-0.2	-4	-1.6	-5	12
Cc1ccc(-c2nc(N)n(C(=O)c3ccco3)n2)cc1	-5	-3.3	-3	-0.5	-0.6	4	-0.7	-7	6
CSC[C@H]1CN(CCc2ccccc2)C(=O)[C@@H]1CC(=O)Nc1ccccc1	-9	-1.5	4	-0.6	0.9	4	·	8	-8
CN1CCC(N2CCN(C3CN(Cc4cn(Cc5ccc(C(F)(F)F)cc5)nn4)S(=O)(=O)C3)CC2)CC1 (stereo not given)	-4	·	8	0.1	-0.4	-4	·	·	-1

New compounds follow:
SMILES	BoNT F protease	FadD28 FP inh	Anthrax LF inh2	BoNT-A LC inh2	TcdB inh	PrPC surface inh	PfHsp40 yeast	Y pestis TopoI	CCHFV vOTU inh
CN(C(=O)c1cccc(NC(=O)Cc2ccc([N+](=O)[O-])cc2)c1)C1CCC1	-10	-1.1	-2	-0.2	0.2	-5	0.5	12	8
Cn1c(=O)[nH]c(=O)c2c1nc(NCc1ccccc1)n2CC(O)c1ccccc1 (stereo not given)	-2	-1.2	-1	-0.1	·	0	0.5	-2	4
COC(=O)CNC(=O)COC(=O)C(Cc1ccccc1)NC(=O)c1ccco1 (stereo not given)	-13	-1.6	1	-0.5	·	1	-1.0	-12	1
CCN(C(=O)c1sc(N)c(C#N)c1C)C1CCCCC1	-6	-3.7	-5	-0.2	·	-1	-0.7	-1	5
Cc1cnc(C(=O)OCC(=O)NCCc2ccccc2)cn1	-11	2.2	0	-0.4	·	-3	0.5	-2	-8
Cc1cc(C)cc(NC(=O)CSc2nc3ccccc3nc2N2CCCCC2)c1	2	-3.1	2	5.3	0.6	0	0.2	20	0
CCN(C(=O)c1cc([N+](=O)[O-])ccc1NCc1cccnc1)c1ccccc1	-25	1.4	-11	2.4	0.5	-4	-1.1	5	9
COc1cc(/C=C2\SC(=S)N(NS(=O)(=O)c3ccc(C)cc3)C2=O)ccc1O	2	0.2	-9	0.7	0.0	-21	303*	7	17
CN(C(=O)c1ccncc1)c1nnc(-c2ccccn2)s1	-4	-3.0	1	-0.4	·	3	-0.6	-4	1
CC1CN(C(=O)c2cccc(S(=O)(=O)Nc3ccccc3Cl)c2)CC(C)O1 (stereo not given)	-4	-3.1	7	0.9	-2.1	2	-0.2	-3	10
CC1=C(C(N)=O)C(c2cccs2)n2nc(-c3cccc(Cl)c3)nc2N1 (stereo not given)	-6	-13	-8	-0.4	·	·	-0.3	-2	·
CCOc1ccc(NC(=S)Nc2cc(C)[nH]n2)cc1	26	-6.5	-1	2.5	0.6	12	7.5	7	-9
COC12CCC3(CC1C(C)(O)C(C)(C)C)[C@H]1Cc4ccc(O)c5c4[C@@]3(CCN1CC1CC1)C2O5 (stereo not given in full)	0	1.0	1	-0.9	0.8	-5	-2.5	4	4
COC(=O)C1=C(C)N(c2ccc(Br)cc2)C(=O)/C1=C\c1ccco1	-9	-1.2	-2	-1.2	·	0	-0.1	0	8
COc1ccc(-c2cn[nH]c2N)c(OC)c1	4	-5.2	-17	7.1	·	2	-1.2	19	-11
COc1cccc2sc(Nc3nc4ccc(NC(C)=O)cc4s3)nc12	3	-2.0	0	1.0	0.6	17	2.4	4	-20
CN1/C(=C/C(=S)NC(=O)C2CCC2)C(C)(C)c2ccccc21	4	-0.9	4	6.2	0.6	14	0.1	1	14
CC(=O)c1nn(-c2ccccc2)cc1C(=O)c1ccc(Br)cc1	0	-0.2	1	0.3	-0.1	-4	-0.6	1	0
COc1cccc(-c2nc(-c3ccccc3)[nH]c(=O)c2C#N)c1	-3	-10	3	-0.5	·	-4	-0.3	2	6
COc1ccc(Cl)c(-c2cc(C(=O)Nc3ccc(F)cc3)[nH]n2)c1	6	2.1	0	0.7	-4.8	24	·	4	6
O=C(COc1ccc(S(=O)(=O)N2CCOCC2)cc1)NCc1ccccn1	0	-0.2	-6	-0.6	0.6	0	-0.8	3	-10
O=C(Nc1ccc(F)c(Cl)c1)Nc1nnc([C@@H]2O[C@H](CO)[C@@H](O)[C@H]2O)s1	4	-3.9	-2	-0.2	0.1	-2	·	-2	7
Cc1cc(C)cc(NC(=O)c2ccc(NC3=NC4CS(=O)(=O)CC4S3)cc2)c1 (stereo not given)	-10	-1.5	-2	-1.2	0.7	2	0.1	-3	1
O=C(COC(=O)CCC(=O)c1cccs1)Nc1ccccc1C(F)(F)F	14	-0.4	0	4.5	0.1	8	-0.6	-1	-3
Cc1ccc(C(=O)NCCN2CCN(C(=O)c3ccc(C)c(C)c3)CC2)cc1C	-2	-1.5	-2	-2.1	0.3	4	0.2	25	-4
CCN(C(=O)COC(=O)CNC(=O)c1ccc(C)cc1)c1c(N)n(Cc2ccccc2)c(=O)[nH]c1=O	·	-3.5	·	·	0.7	-4	-0.6	-6	2
N#Cc1cnc(SCC(=O)c2ccccc2)nc1N	5	-3.6	-10	0.8	·	-3	-0.7	5	-2
CC1(C)OC(c2ccccc2)=C/C(=C/C=Nc2ccccc2)O1	-5	-1.3	0	-0.4	·	4	0.3	4	10
COCC(=O)NNS(=O)(=O)c1ccccc1[N+](=O)[O-]	0	-1.9	-1	0.2	·	2	-2.6	-6	1
N#CCSc1nnc(COc2ccc3ccccc3c2)o1	-6	-1.5	-6	-1.2	·	4	-0.3	2	-3
CS(=O)(=O)c1ccc(Cl)c(NC(=O)C2CC(=O)N(Cc3ccccc3)C2)c1 (stereo not given)	-10	-3.6	-4	-0.5	·	0	-0.3	-3	-7
Cc1ccc(CNC(=O)CSc2nc3n[nH]c(C)c3c(=N)n2-c2cccc(C)c2)cc1	-13	-2.8	0	-0.9	·	6	0.1	4	2
Cc1ccc(/C=N/NC(=O)CCCOc2ccc(Cl)cc2Cl)cc1	-7	-2.3	0	-0.7	·	10	0.4	20	11
CC(C)Oc1cccc(C(=O)C2CCCN(Cc3cccn3-c3cccnc3)C2)c1 (stereo not given)	-2	-2.6	-4	-0.6	0.8	9	-0.6	27	0
C=C1CCC[C@]2(C)C[C@H]3OC(=O)C(CN(Cc4ccc(OC)c(OC)c4)CC(C)O)[C@H]3CC12 (stereo not given in full)	-8	-0.5	-8	-0.1	0.8	-12	-0.3	27	5
CN1CCN(c2ccc(CNS(=O)(=O)Cc3cccc(C(F)(F)F)c3)cc2)CC1	?	-3.3	-1	-2.0	0.3	-5	·	-8	0
COc1ccc(N2CCN(C(=O)c3cc(C)oc3C)CC2)cc1	-6	0.8	-2	-0.7	1.1	-5	0.2	9	-13
Cn1c(CCc2ccc(N)cc2)nc2ccccc21	-4	-3.1	-4	-1.0	0.3	-2	-1.2	2	-7
CCCSc1nnc(Sc2nnnn2-c2ccccc2)s1	?	0.3	?	4.9	·	-1	-1.0	20	3
Cc1cc(Cl)c(OCCCNCc2ccccc2)c(Br)c1	-23	-5.0	-9	-1.1	·	-3	0.7	6	4
Cc1ccc(NC(=O)c2cccc3c2-c2ccccc2C3=O)cc1C	-1	-2.2	-8	0.2	·	-2	0.8	-5	0
CCCCOC(=O)C1C2C=CC3(CN(CCc4ccccc4)C(=O)C13)O2 (stereo not given)	-8	-0.6	-2	-0.3	0.0	1	-1.2	-11	11
COCCn1c(SCC(=O)Nc2nnc(C)s2)nnc1-c1cc2ccccc2cc1O	-5	0.3	-6	-0.5	·	-4	-0.9	9	7
Cc1cc(C)c2cc(C#N)c(SCC(=O)Nc3cc(C)on3)nc2c1	-2	0.7	6	2.3	-0.5	4	-1.1	0	-17
CCOC(=O)c1cc(OC(=O)c2ccccc2OC)n(-c2ccccc2)n1	11	0.3	-16	?	0.2	-5	?	11	11
O=S(=O)(c1ccc(Cl)cc1)N1CCN(Cc2cccnc2)CC1	6	-1.7	4	3.0	0.3	7	1.1	-2	7
Cc1ccccc1N1Cc2ccccc2C1	-2	-2.8	-2	1.9	-0.9	-9	0.4	1	6

A different layout for part of the listing above.
Each structure is followed by: BoNT F protease, FadD28 FP inh, Anthrax LF inh2, BoNT-A LC inh2, TcdB inh, PrPC surface inh, PfHsp40 yeast, Y pestis TopoI, CCHFV vOTU inh
- Cc1cc(C)c2cc(C#N)c(SCC(=O)Nc3cc(C)on3)nc2c1
  -2, 0.7, 6, 2.3, -0.5, 4, -1.1, 0, -17
- Cc1ccc(NC(=O)c2cccc3c2-c2ccccc2C3=O)cc1C
  -1, -2.2, -8, 0.2, ·, -2, 0.8, -5, 0
- Cn1c(CCc2ccc(N)cc2)nc2ccccc21
  -4, -3.1, -4, -1.0, 0.3, -2, -1.2, 2, -7
